Screens from PubChem BioAssay.
IMPase inh – IMPase inhibition in cells; P97697; CHO-M1 cells, IP1 accumulation, HTRF TR-FRET ratio; inhibition (IP1 accumulation), % at 46.1 µM; 120,000 tested, under 10 active; AID 901; active means well fitted curve in the direction sought with a large enough effect in the signal ratio, not every such curve was filed as active; inconclusive means small, poorly fitted or top-dose-only effect, or a change in a side signal; inactive means no such curve, though single readings can be large or run the other way; the % refers to the signal ratio;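 further: cells stimulated with carbachol in lithium chloride buffer; plate controls were DMSO basal wells for no effect and reference inhibitor wells for full effect; higher means more IMPase inhibition seen as more IP1 and lower FRET ratio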
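Elevated IP1 in lysates lowers TR-FRET signal (665/620 ratio and 620 channel reported). Cells were CHO-M1, given carbachol (50 uM as added) plus 50mM LiCl, pH 7.4, 30 min, 37C; compounds titrated up to 46 uM; AC50 by Hill equation.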
PNC inhibitor – inhibitors of perinucleolar compartment assembly; activity change (PNC), negative = inhibition, % at 10 µM; AID 2417; PC3M PTB-GFP, PNC prevalence imaging, 16 h; active compounds read low; hit rate 3.1% among 140,000;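 active means readout at or below -70, meaning at least 70% loss of cells showing the perinucleolar compartment, a nuclear body marking cancer cells; inconclusive means readout between -30 and a set limit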;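 further: plate controls were DMSO wells for no effect and camptothecin positive control wells for full effect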
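Compounds are pinned in duplicate onto adhered PC3M cells stably expressing GFP-tagged PTB and incubated 16 h at 37 C. Cells are then fixed, nuclei stained with Hoechst, and PNC-positive cells counted.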
15-hLO-2 inh – blocks human 15-lipoxygenase 2 activity; purified 15hLO-2, xylenol orange hydroperoxide absorbance; Potency, µM (series often up to 57.1 µM), for the others: at the highest dose activity change, negative = inhibition, actives largely listed as inhibitors; hit rate 0.56% among 110,000; AID 881; further: potency means the concentration at half of the fitted maximal effect; nearly all actives have a fitted effect of over 60% in size; many of its hits are not listed in these tables
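Purified human 15hLO-2 (50 nM final) preincubated with compounds 15 min at room temperature in 25 mM Hepes pH 7.5, 0.01% Triton X-100, then 45 uM arachidonic acid added for 90 min; hydroperoxide detected via ferrous/xylenol orange, 573/405 nm absorbance ratio.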
ALOX12 inhib – blocks human 12-lipoxygenase activity; purified 12-hLO, xylenol orange hydroperoxide absorbance; P18054; AID 1452; hit rate 0.12% among 150,000; Potency, µM (titrated, usually from 57.1 µM), without a hit: at the highest dose activity change, negative = inhibition, most hits filed as inhibitors; further: potency means the concentration at half of the fitted maximal effect; nearly all actives have a fitted effect of over 55% in size; many of its hits are not listed in these tables
Target sequence (P18054 whole entry, looked up): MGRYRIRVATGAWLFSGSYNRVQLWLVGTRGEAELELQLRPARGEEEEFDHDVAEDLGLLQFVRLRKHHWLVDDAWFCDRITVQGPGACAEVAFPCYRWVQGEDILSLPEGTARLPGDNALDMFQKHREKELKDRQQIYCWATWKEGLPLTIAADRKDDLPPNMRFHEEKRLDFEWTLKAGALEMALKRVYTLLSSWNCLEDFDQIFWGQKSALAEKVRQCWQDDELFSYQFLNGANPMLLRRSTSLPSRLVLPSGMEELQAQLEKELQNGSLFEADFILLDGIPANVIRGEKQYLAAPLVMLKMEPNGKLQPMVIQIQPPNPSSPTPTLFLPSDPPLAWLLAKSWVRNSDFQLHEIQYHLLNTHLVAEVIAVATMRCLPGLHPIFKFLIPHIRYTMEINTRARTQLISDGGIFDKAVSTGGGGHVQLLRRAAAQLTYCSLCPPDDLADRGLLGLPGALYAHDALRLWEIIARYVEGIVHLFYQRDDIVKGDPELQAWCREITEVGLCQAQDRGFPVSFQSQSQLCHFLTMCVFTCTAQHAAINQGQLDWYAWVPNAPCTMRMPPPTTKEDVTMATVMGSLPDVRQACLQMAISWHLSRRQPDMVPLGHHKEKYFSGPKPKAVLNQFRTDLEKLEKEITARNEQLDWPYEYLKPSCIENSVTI
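150 nM 12hLO, 25 mM Hepes pH 7.0 + 0.01% Triton X-100; cpd preinc 15 min RT; 40 uM arachidonic acid, 30 min RT; Fe-XO 30 min; A573/A405 ratio as read-out.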
An asterisk follows results filed as active; ? = inconclusive; / = no result given; [ ] = another dose, or the depositor's remark. Unless noted, the call rests on the fitted dose curve; in most records, active means well fitted curve in the direction sought with a large enough effect; inconclusive means small, poorly fitted or top-dose-only effect, or another doubt; inactive means no such curve, though single readings can be large; an effect the other way counts as inactive or inconclusive. Unless noted, on the % scale 0 is the no-effect control and ±100 the full control effect. This is a subset; rates above refer to the full screens.

nr	molecule	15-hLO-2 inh	IMPase inh	PNC inhibitor	ALOX12 inhib
1	Cc1nc2ccccc2n1CC(=O)NCCN1CCCC1	/	-2.2	-20.7	-4.5%
2	Cc1ccccc1C(=O)NC(=S)NCCN1CCOCC1	/	/	43.8	-1.2%
3	COc1ccc(N2CCN(Cc3cc(=O)oc4cc(C)c(Cl)cc34)CC2)cc1	-2.0%	12.2	34.8	-12.6%
4	COc1ccc(OC)c(C2N(c3cc(C)on3)C(=O)C3CCCN32)c1 (stereo not given)	/	-2.9	83.2	4.7%
5	Cc1ccc(C)c(NC(=O)c2ccc3ccccc3n2)c1	3.6%	-2.5	15.9	7.6%
6	Fc1cc(NCc2ccccc2)nc(NCc2ccccc2)n1	/	/	53.7	-0.4%
7	Cn1c(SCC(=O)c2ccccc2)nnc1-c1ccco1	/	6.2	-11.6	1.5%
8	Cc1cc(C)n(C(=O)c2c([N+](=O)[O-])c(C)nn2C)n1	/	-13.1	-18.8	2.3%

nr	molecule	15-hLO-2 inh	IMPase inh	PNC inhibitor	ALOX12 inhib
9	CN1CCc2nc(SCc3ccc(C(C)(C)C)cc3)c(C#N)cc2C1	/	1.4	92.8	0.4%
10	O=C(OCC1CC(c2ccccc2)=NO1)c1ccc(Br)cc1 (stereo not given)	/	-5.2	?	3.5%
11	N#CC1(C#N)C(C(N)=O)C1c1ccccc1 (stereo not given)	/	/	148.9	17.6%
12	O=C1c2ccccc2C(=O)c2c(Nc3cc4c5c(ccc6c7ccc8c9c(cc(Nc%10cccc%11c%10C(=O)c%10ccccc%10C%11=O)c(c3c56)c97)-c3ccccc3C8=O)C(=O)c3ccccc3-4)cccc21	-12.9%[11.4 µM]	/	/	-11.4%[11.4 µM]
13	Cc1cc(NC(=O)C(C)C)ncc1NC(=O)c1cccc(F)c1	4.7%	4.2	24.5	-3.5%
14	Fc1cccc(Cn2ccc(-c3ccc4c(c3)OCO4)n2)c1	4.1%	9.7	-13.7	-0.3%
15	COc1ccc(C(=O)Oc2ccc(/C=N/O)cc2)cc1	7.9%	1.0	-17.9	-5.9%
16	COc1ccccc1-c1nn2c(C3COc4ccccc4O3)nnc2s1 (stereo not given)	-21.9%	5.4	?	-9.5%

Some of the entries so far, with two lines to a compound.
Screens in order – 15-hLO-2 inh, IMPase inh, PNC inhibitor, ALOX12 inhib
(12) O=C1c2ccccc2C(=O)c2c(Nc3cc4c5c(ccc6c7ccc8c9c(cc(Nc%10cccc%11c%10C(=O)c%10ccccc%10C%11=O)c(c3c56)c97)-c3ccccc3C8=O)C(=O)c3ccccc3-4)cccc21
  -12.9%[11.4 µM], /, /, -11.4%[11.4 µM]
(13) Cc1cc(NC(=O)C(C)C)ncc1NC(=O)c1cccc(F)c1
  4.7%, 4.2, 24.5, -3.5%
(14) Fc1cccc(Cn2ccc(-c3ccc4c(c3)OCO4)n2)c1
  4.1%, 9.7, -13.7, -0.3%
(15) COc1ccc(C(=O)Oc2ccc(/C=N/O)cc2)cc1
  7.9%, 1.0, -17.9, -5.9%

Further results follow:
nr	molecule	15-hLO-2 inh	IMPase inh	PNC inhibitor	ALOX12 inhib
17	COC(=O)N/N=C\C=C\c1ccc2c(c1)OCO2	12.4%	-0.8	42.1	6.4%
18	COc1cc(/C=N/NC(=O)c2ccc(=O)[nH]n2)ccc1O	/	?	?	5.0%
19	CCCCCCCCCOC(=O)C(CC(=O)O)N1CCOCC1 (stereo not given)	-5.0%	-2.0	-27.3	-1.3%
20	CC(O)(CS(=O)(=O)Cc1ccccc1Cl)C(=O)Nc1cccc(C(F)(F)F)c1 (stereo not given)	-4.4%	-10.7	56.5	-1.6%
21	S=c1c2[nH]cnc2ncn1CCSc1ncnc2nc[nH]c12	-3.6%[11.4 µM]	/	/	-2.4%[11.4 µM]
22	CC(=O)c1c(C)[nH]c(C(=O)OCC(=O)Nc2ccc([N+](=O)[O-])cc2Cl)c1C	/	/	-22.3	1.3%
23	CCOC(=O)c1sc(C)c2c1NC(C)(c1ccccc1)NC2=O (stereo not given)	-11.2%	-1.5	24.7	-9.1%
24	O=c1cnc2ccccc2n1CC1CCCCC1	-0.9%	6.7	-0.4	-5.5%

3 entries picked at random from those above, as already listed:
nr	molecule	15-hLO-2 inh	IMPase inh	PNC inhibitor	ALOX12 inhib
23	CCOC(=O)c1sc(C)c2c1NC(C)(c1ccccc1)NC2=O (stereo not given)	-11.2%	-1.5	24.7	-9.1%
21	S=c1c2[nH]cnc2ncn1CCSc1ncnc2nc[nH]c12	-3.6%[11.4 µM]	/	/	-2.4%[11.4 µM]
22	CC(=O)c1c(C)[nH]c(C(=O)OCC(=O)Nc2ccc([N+](=O)[O-])cc2Cl)c1C	/	/	-22.3	1.3%

Some of these compounds in order of their number in 15-hLO-2 inh, largest number first.
nr	molecule	15-hLO-2 inh	IMPase inh	PNC inhibitor	ALOX12 inhib
20	CC(O)(CS(=O)(=O)Cc1ccccc1Cl)C(=O)Nc1cccc(C(F)(F)F)c1 (stereo not given)	-4.4%	-10.7	56.5	-1.6%
19	CCCCCCCCCOC(=O)C(CC(=O)O)N1CCOCC1 (stereo not given)	-5.0%	-2.0	-27.3	-1.3%
23	CCOC(=O)c1sc(C)c2c1NC(C)(c1ccccc1)NC2=O (stereo not given)	-11.2%	-1.5	24.7	-9.1%

Further entries
nr	molecule	15-hLO-2 inh	IMPase inh	PNC inhibitor	ALOX12 inhib
25	Cc1ccc(C(C(=O)NC2CCCC2)N(Cc2ccco2)C(=O)CCC(=O)Nc2cc(C)on2)cc1 (stereo not given)	/	-1.9	?	-6.5%
26	COc1ccc(C2CC(c3ccc(Cl)cc3Cl)Nc3nc(N)nn32)cc1OC (stereo not given)	/	8.0	75.7	-0.8%
27	CCOC(=O)C1C(=O)C=C(c2ccc(C)cc2)CC1c1ccco1 (stereo not given)	-3.4%	6.6	25.1	-2.0%
28	O=C(Nc1nnc(C2CC2)s1)c1cc2c(s1)CCCCCC2	14.2%	1.4	?	-5.8%
29	Cc1ccc(C2CC(c3cccs3)=NN2C(=O)c2ccc(Br)o2)cc1 (stereo not given)	-19.7%	3.5	-29.7	-15.8%
30	C=CCn1c(CSCc2ccc(C)cc2)nnc1SCC(=O)NCc1ccccc1	-2.8%	-0.6	-12.4	0.3%
31	CC(=O)c1c(C)[nH]c(C(=O)CSc2nc3ccccc3c(=O)n2CCCN2CCOCC2)c1C	2.6%	-4.4	-11.2	4.6%
32	Cc1ccc(C2CC2C(=O)NNC(=S)Nc2cccc(Cl)c2)cc1 (stereo not given)	/	13.8	?	-23.4%

Values by screen from above:
Compounds 26–30 in IMPase inh: 8.0, 6.6, 1.4, 3.5, -0.6
Compounds 26–30 in 15-hLO-2 inh: /, -3.4%, 14.2%, -19.7%, -2.8%

Following part:
nr	molecule	15-hLO-2 inh	IMPase inh	PNC inhibitor	ALOX12 inhib
33	O=C(C1CCCN(S(=O)(=O)c2cccc3cccnc23)C1)N1CCc2ccccc21 (stereo not given)	-7.8%	-1.6	-23.4	1.1%
34	Cc1ccc2c(n1)sc1c(N)ncnc12	1.6%	-25.3	-6.5	-0.7%
35	Cc1ccc(NC(=O)CSc2nnc(CN3CCOCC3)n2-c2ccccc2)cc1	/	?	?	2.7%
36	CCOc1cc2[nH]c(=O)n(Cc3ccc(C(=O)NCCOC)cc3)c(=O)c2cc1OCC	/	-2.0	-28.5	-1.7%
37	Cc1cc(C)c2c(N=NN(C)C)[nH]nc2n1	-24.4%	-2.4	28.5	-8.6%
38	COc1cc(OC)cc(-c2nc(-c3cc4cc(C)ccc4nc3OC)no2)c1	-4.1%	4.3	29.1	1.6%
39	COc1ccc(SCc2noc(C(=O)NC(C)C)c2C(=O)O)cc1	2.8%	-1.1	56.6	0.8%
